LYPLA2 inh: blocks human lysophospholipase 2, a PME1 counter-screen; O95372; recombinant LYPLA2, FP-Rh probe fluorescence polarization; inhibition, % at 5.9 µM; 320,000 compounds, 0.38% hits; AID 2177;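 active means inhibition above the screen-wide mean plus 3 SD, limit set per campaign, cut at about 26% in these data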;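 further: 0% = LYPLA2 with DMSO and 100% = wells lacking LYPLA2 enzyme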
Target sequence (O95372 whole entry, looked up): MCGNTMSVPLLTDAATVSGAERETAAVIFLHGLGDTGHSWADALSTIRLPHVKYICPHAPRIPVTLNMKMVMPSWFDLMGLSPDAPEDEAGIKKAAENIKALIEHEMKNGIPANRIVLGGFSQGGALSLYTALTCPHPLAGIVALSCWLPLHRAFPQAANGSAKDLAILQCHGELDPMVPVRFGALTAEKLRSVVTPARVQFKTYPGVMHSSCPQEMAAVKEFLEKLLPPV
PAD4 inh: PAD4 (human) enzyme inhibition; Q9UM07; recombinant PAD4, RCA probe fluorescence polarization; inhibition, % at 6.36 µM; 330,000 compounds, 0.41% hits; AID 485272;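 active means percent inhibition above a cutoff equal to the mean of all tested compounds plus 3 SD, cut at about 15% in these data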;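 further: 0% = PAD4 with RCA probe and DMSO and 100% = probe without PAD4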
PAFAH1B3 FP inh: blocks human PAF acetylhydrolase 1B catalytic subunit 3; Q15102; recombinant PAFAH1B3, FP-rhodamine probe, fluorescence polarization; inhibition, % at 3.39 µM; 340,000 compounds, 0.28% hits;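 active means inhibition above the screen-wide average of all tested compounds plus 3 SD, cut at about 25% in these data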;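 further: 0% = enzyme with DMSO only and 100% = wells lacking PAFAH1B3 protein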
PAFAH2 inh: PAFAH2 (human) inhibition; recombinant PAFAH2, FP-rhodamine activity probe, fluorescence polarization; inhibition, % at 3.39 µM; 340,000 compounds, 0.99% hits;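 active means inhibition above the mean over all tested compounds plus 3 SD, cut at about 30% in these data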;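 further: inhibitors block probe labeling of enzyme so polarization drops; 0% = enzyme with DMSO and 100% = wells lacking PAFAH2 protein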
LYPLA1 inh: blocks human lysophospholipase 1, a PME1 counter-screen; 320,000 compounds, 0.16% hits; inhibition, % at 5.9 µM; recombinant LYPLA1, FP-Rh probe fluorescence polarization;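 active means inhibition above the mean of all tested compounds plus 3 SD, set per campaign, cut at about 14% in these data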;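 further: inhibitors block serine hydrolase probe labeling of LYPLA1 so polarization falls; 0% = enzyme with DMSO and 100% = wells lacking LYPLA1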
Target sequence (O75608 whole entry, looked up): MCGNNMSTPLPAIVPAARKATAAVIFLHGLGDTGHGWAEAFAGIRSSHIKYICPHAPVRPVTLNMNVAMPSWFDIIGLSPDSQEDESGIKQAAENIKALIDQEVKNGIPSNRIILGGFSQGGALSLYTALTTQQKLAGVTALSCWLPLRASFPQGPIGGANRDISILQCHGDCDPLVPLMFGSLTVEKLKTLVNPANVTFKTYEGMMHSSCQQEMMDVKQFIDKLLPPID
pPAFAH inh: inhibitors of human plasma PAF acetylhydrolase (pPAFAH). 330,000 compounds, 1.5% hits. Q13093. inhibition, % at 3.39 µM. recombinant pPAFAH, FP-rhodamine probe fluorescence polarization;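 active means inhibition above the mean inhibition across the screen plus 3 SD, cut at about 25% in these data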;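 further: inhibitors block binding of the rhodamine activity-based probe so polarization drops; 0% = enzyme with DMSO and 100% = wells lacking pPAFAH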
PREPL inh: inhibitors of human prolyl oligopeptidase-like enzyme PREPL. 320,000 compounds, 0.68% hits. recombinant PREPL, fluorescence polarization activity-based probe. inhibition, % at 5.96 µM; in the data active means inhibition above about 43%;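 further: 0% = enzyme with DMSO and 100% = wells lacking enzyme; many of its hits are not listed in these tables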
GSTO1 counter: counter-screen for RBBP9 inhibitors: inhibitors of human GSTO1 | P78417 | recombinant GSTO1, activity-based probe fluorescence polarization | inhibition, % at 5.96 µM | 300,000 compounds, 1.1% hits;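 active means inhibition above the campaign mean inhibition plus 3 SD, cut at about 35% in these data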;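 further: 0% = GSTO1-1 with DMSO and 100% = wells lacking GSTO1-1 enzyme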
Target sequence (P78417 whole entry, looked up): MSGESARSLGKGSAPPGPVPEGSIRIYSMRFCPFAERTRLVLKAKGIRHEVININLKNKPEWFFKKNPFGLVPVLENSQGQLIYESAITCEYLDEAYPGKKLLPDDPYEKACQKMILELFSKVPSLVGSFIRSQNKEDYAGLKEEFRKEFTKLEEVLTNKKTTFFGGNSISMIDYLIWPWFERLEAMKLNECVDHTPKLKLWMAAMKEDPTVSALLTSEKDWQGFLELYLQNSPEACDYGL
PAFAH1B2 FP inh: inhibitors of human PAFAH1B2 | AID 492953 | recombinant PAFAH1B2, FP-rhodamine activity probe, fluorescence polarization | 340,000 compounds, 1.2% hits | inhibition, % at 3.39 µM;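 active means inhibition above the mean of all tested compounds plus 3 SD, cut at about 24% in these data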;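 further: 0% = enzyme with DMSO and 100% = wells lacking PAFAH1B2; many of its hits are not listed in these tables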
Target sequence (P68402 whole entry, looked up): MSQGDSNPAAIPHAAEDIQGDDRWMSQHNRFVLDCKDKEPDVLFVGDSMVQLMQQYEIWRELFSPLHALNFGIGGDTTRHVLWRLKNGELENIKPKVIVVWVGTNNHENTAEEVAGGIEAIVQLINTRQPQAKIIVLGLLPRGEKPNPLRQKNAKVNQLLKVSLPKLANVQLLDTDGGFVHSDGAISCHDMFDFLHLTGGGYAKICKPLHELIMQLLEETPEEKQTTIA
Active calls of the source: *; . = not tested or not shown. This is a subset; the hit share may differ from the screen's.

SMILES	LYPLA2 inh	PAD4 inh	PAFAH1B3 FP inh	PAFAH2 inh	LYPLA1 inh	pPAFAH inh	PREPL inh	GSTO1 counter	PAFAH1B2 FP inh
Clc1ccc2c(c1)-c1[nH]ncc1CS2	-12	0	7	0	-9	-8	-5	-8	3
CC(C)CC(CO)N1CCN(C(=O)c2ccc(C(C)(C)C)cc2)CCC1=O (centres undefined)	-4	-7	2	5	0	4	-5	-2	9
COc1cc(C(=O)Nc2ccncc2)c([N+](=O)[O-])cc1OC	-4	-2	6	0	0	-4	5	4	6
O=c1c(O)cccc2cc(O)c(O)c(O)c12	13	-7	42*	87*	-12	94*	63*	51*	35*
CCCCCNc1nc2sc3c(c2c(=O)n1-c1cccc(Cl)c1)CCN(C)C3	-3	0	0	2	0	8	4	-12	-1
O=C(O)c1ccccc1C(=O)NCc1ccc(F)cc1	5	0	1	-3	1	-2	12	4	-2
COc1ncnc(-c2ccccc2)c1-c1ccccc1	0	-1	5	0	2	3	-4	-5	5
C=CCn1c2ccccc2c2nnc(SC(CC)C(=O)Nc3nc(C)c(C(=O)OCC)s3)nc21 (centres undefined)	8	1	-4	4	1	4	0	3	0
CCOC(=O)N1CCC(n2c(SCC(=O)Nc3ccccc3OC)nc3ccccc3c2=O)CC1	6	-3	-5	3	1	-3	5	-1	4
COc1cccc2cc(C(=O)NCc3ccc(C)cc3)c(=N)oc12	-2	-1	4	10	2	-4	3	1	10
Cc1c(NS(=O)(=O)c2cccc(C(=O)OCC(=O)N(C)C3CCCCC3)c2)c(=O)n(-c2ccccc2)n1C	3	-1	2	34*	0	5	5	9	2
CCOC(=O)C(=CNc1ccc(C(F)(F)F)cc1Cl)C(=O)OCC	7	-4	-2	-1	0	4	5	3	1
Cc1[nH]nc2c1C(c1cccs1)C1=C(CCCC1=O)N2 (centres undefined)	2	-3	6	6	-2	-3	2	6	2
O=C(O)c1ccc(NS(=O)(=O)c2ccc(Cl)c(Cl)c2)cc1O	0	0	2	2	-2	5	-1	15	33*
O=C(OCC(=O)N1CCCCCC1)c1ccc(S(=O)(=O)N2CCOCC2)cc1	0	-3	16	10	0	1	-5	-3	7
CCOC(=O)c1ccc(NC(=O)CSc2nnc(Cn3c(=O)sc4ccccc43)n2C)cc1	-5	2	12	11	0	-5	5	8	1
O=C(OCc1ccco1)c1cccnc1	-1	1	7	15	0	0	0	3	4
Cc1cc(CN2CCCC(C(=O)Nc3cccc(-n4cccn4)c3)C2)cc(C)c1O (centres undefined)	-1	-4	8	4	-4	3	-9	8	3
O=C(CSc1nc2c(c(=O)n1-c1ccc(Cl)cc1)SCC2)NCC1CCCO1 (centres undefined)	9	-2	-4	10	5	4	17	4	1
Cc1nn(CC(=O)N2CCN(S(=O)(=O)c3ccccc3)CC2)c(C)c1[N+](=O)[O-]	4	-5	-1	-2	2	-2	19	.	2

3 of the compounds above, as labelled records.
> COc1ncnc(-c2ccccc2)c1-c1ccccc1
  LYPLA2 inh: 0	PAD4 inh: -1	PAFAH1B3 FP inh: 5	PAFAH2 inh: 0	LYPLA1 inh: 2	pPAFAH inh: 3	PREPL inh: -4	GSTO1 counter: -5	PAFAH1B2 FP inh: 5

> C=CCn1c2ccccc2c2nnc(SC(CC)C(=O)Nc3nc(C)c(C(=O)OCC)s3)nc21 (centres undefined)
  LYPLA2 inh: 8	PAD4 inh: 1	PAFAH1B3 FP inh: -4	PAFAH2 inh: 4	LYPLA1 inh: 1	pPAFAH inh: 4	PREPL inh: 0	GSTO1 counter: 3	PAFAH1B2 FP inh: 0

> CCOC(=O)N1CCC(n2c(SCC(=O)Nc3ccccc3OC)nc3ccccc3c2=O)CC1
  LYPLA2 inh: 6	PAD4 inh: -3	PAFAH1B3 FP inh: -5	PAFAH2 inh: 3	LYPLA1 inh: 1	pPAFAH inh: -3	PREPL inh: 5	GSTO1 counter: -1	PAFAH1B2 FP inh: 4

Later entries
SMILES	LYPLA2 inh	PAD4 inh	PAFAH1B3 FP inh	PAFAH2 inh	LYPLA1 inh	pPAFAH inh	PREPL inh	GSTO1 counter	PAFAH1B2 FP inh
O=C(CNS(=O)(=O)N1CCOCC1)N/N=C/c1cccnc1	5	-6	10	-5	4	1	9	5	-6
CCOC(=O)/C=c1\s/c(=C\c2sccc2C)c(=O)n1CC(=O)NCc1ccc(C)cc1	-6	-4	.	.	2	0	16	0	.
Cc1cc2c(n1-c1ccc(C(N)=O)cc1)CC(C)(C)CC2=O	8	-6	0	5	3	7	-3	-2	5
CCOC(=O)CNc1c(-c2ccc(O)cc2)nc2ccccn12	0	-1	7	0	-4	-1	3	-1	-1
c1ccc(COc2ccc(OCCCNC3CCCC3)cc2)cc1	0	-3	6	-1	0	-1	3	-2	1
CC1(C)C[C@H]2C3=CCC4[C@@]5(C)CC[C@H](O)C(C)(C)C5CC[C@@]4(C)[C@]3(C)[C@@H](O)[C@@H](O)[C@@]2(CO)[C@@H](O)[C@@H]1O (some centres undefined)	.	-1	0	5	.	1	5	.	2
CC(C)CC1NC(=O)N(CC(=O)N2CCCc3ccccc32)C1=O (centres undefined)	2	4	2	4	-3	3	8	10	7
CC(C)NC(=O)CN(Cc1ccccc1)S(=O)(=O)c1ccccc1	1	1	7	3	-2	4	12	5	1
COc1ccc2[nH]c(C(=O)NCc3ccccc3)c(C)c2c1	1	2	1	-3	4	5	8	3	8
O=C(CN1C(=O)NC2(CCCC2)C1=O)NC(c1ccccc1)c1ccccc1	.	-2	-1	-4	.	2	8	.	5
CN(C)C1(CNC(=O)C2CCC(=O)N(Cc3ccc(Cl)cc3)C2)CCCCC1 (centres undefined)	-4	0	8	12	-4	-7	-3	-2	7
CC1=C(C(=O)OCc2ccccc2)C(c2cccc([N+](=O)[O-])c2)NC(=O)N1C (centres undefined)	-2	-2	9	-2	-4	-3	10	-2	-1
Cn1c(=O)oc2cc(S(=O)(=O)NCCC(=O)Nc3ccc4c(c3)OCCO4)ccc21	5	1	-3	-2	-2	10	14	2	0
CN(CC(=O)Nc1ccc(Cl)c(C(F)(F)F)c1)C(=O)Cc1cccs1	0	-8	4	10	-4	4	13	0	0
Cc1cc(C)cc(C(=O)N(NC(=O)Nc2ccc(Cl)cc2)C(C)(C)C)c1	-2	-2	2	1	-4	4	2	-5	4
CN1/C(=C\C=[N+](C)c2ccccc2)C(C)(C)c2ccccc21	-4	-17	1	0	-1	-5	4	4	-1
Cc1ccc(NCN2C(=O)C3C4CCC(C4)C3C2=O)cc1 (centres undefined)	5	-1	.	.	-5	-4	8	2	.
Clc1ccc(SCCOCCN2CCCCCC2)cc1	-6	0	4	-3	1	-5	40	5	19
O=C(CCNS(=O)(=O)c1cccs1)Nc1nccs1	0	0	1	3	1	-5	17	9	0
COc1cc(/C=N/NS(=O)(=O)c2ccc(C)cc2)ccc1OCc1cccc(C(=O)O)c1	9	-3	8	27	3	4	8	1	2
O=C1NC2=C(C(=O)CCC2)C(c2ccccc2)N1 (centres undefined)	-2	-10	-4	-2	-3	-4	-6	-3	7
O=C(NC1CCCCC1)C(c1ccco1)N(C(=O)C(F)(F)F)C1CC1 (centres undefined)	-2	0	3	-14	-3	8	-1	10	1
CCCCC(CC)C(=O)Nc1cc(C(=O)NCc2ccc(C)cc2)ccc1N1CCC2(CC1)CC(c1cccc(Br)c1)=NO2 (centres undefined)	1	4	-4	-10	0	-1	4	-6	2
O=C(Cn1c(-c2ccccc2)c[n+]2ccsc12)c1ccccc1	4	4	3	-2	0	7	5	0	2
COc1ccc(CCN2C(=NC(C)=O)SC3CS(=O)(=O)CC32)cc1OC (centres undefined)	4	-2	3	-1	4	4	3	2	3
O=C(CCc1n[nH]c(=O)[nH]c1=O)Nc1cccc([N+](=O)[O-])c1	2	-3	-6	8	0	-5	7	8	6
CCCCOCCCn1c(-c2ccco2)nc2nc3ccccc3nc21	8	-8	-2	5	0	2	5	-3	-1
O=C(Cn1nnc(-c2ccc(S(=O)(=O)N3CCCC3)cc2)n1)Nc1ccccc1-n1cccc1	-1	-4	7	-4	3	7	6	-1	4
Cc1ccc(S(=O)(=O)N2CCN=C2SCc2ccc(Cl)c(Cl)c2)cc1	1	-1	-4	-6	2	3	-14	-3	-7
CCC(C)(C)NC(=O)/C=C/c1cc(OC)c(OC)c(S(=O)(=O)N2CCc3ccccc32)c1	3	1	-1	1	1	-1	1	-13	2
CC(=O)Nc1nc(-c2cccs2)cs1	3	9	5	2	-1	1	7	0	0
Cc1ccc(C(=O)NCC(=O)Nc2ccncc2)s1	-5	-3	-2	-1	-1	-3	-2	-20	0
C/C=C\C(=O)Nc1cccc(C2=NOC3(C2)C[C@@H](C(N)=O)N(C(=O)c2ccccc2)C3)c1 (some centres undefined)	-8	-5	14	3	-2	-8	-11	5	3
CCOC(=O)N1CCN(C(=O)COc2cc(=O)n(C)c3ccccc23)CC1	3	0	-8	-4	3	1	-1	5	1
O=[N+]([O-])c1cccc(S(=O)(=O)NCCc2ccccc2)c1	4	2	12	10	2	3	5	2	10
C#CC(=O)N(c1cc(OC)ccc1OC)C(C(=O)NC1CCCC1)c1cccs1 (centres undefined)	1	0	1	22	2	6	22	65*	-1
COc1ccc(NC(=O)N2CCCC2C(=O)NCC2CCCCC2)cc1 (centres undefined)	-5	-4	-2	9	0	-1	15	-2	-1
CC(=O)c1ccccc1OCC(=O)Nc1cccc(S(=O)(=O)N2CCCC2)c1	2	1	6	-2	-2	4	6	.	9
Cc1ccc(NC(=O)CCc2c(C)nc3ncnn3c2C)nc1	-1	1	5	-2	3	2	14	14	1
COc1cccc(C=O)c1OC(=O)N1CCOCC1	8	0	8	-4	-3	-3	20	3	4
COc1ccc(S(=O)(=O)N2CCC(C(=O)N3CCOCC3)CC2)cc1	-1	-4	-5	2	0	-2	1	-5	1
Cc1ccccc1OCC(=O)OCC(=O)N1CCCc2ccccc21	11	-6	2	5	1	7	16	1	4
c1csc(-c2nc3ccccc3s2)c1	0	0	3	9	0	2	-6	-8	2
Cc1ccc(CN(Cc2cccnc2)C(=S)Nc2cccc(Cl)c2C)cc1	-4	6	7	5	-1	-1	3	2	0
CCn1cc(CN2CCC(n3nccc3NC(=O)c3cccc(F)c3)CC2)cn1	6	-5	4	1	-3	1	2	2	0
Cc1ccnc(NC(=O)CCC(=O)N(CC(=O)NCc2ccccc2)Cc2ccccc2)c1	-1	-2	-11	-8	-8	9	1	-3	3
COc1ccc(C)cc1N(C(=O)c1ccco1)C(C(=O)NC1CCCC1)c1ccc(N2CCOCC2)cc1 (centres undefined)	-7	4	2	4	-3	1	-2	-1	7
CCOC(=O)c1cccc(NC(=O)CSc2nnc(COc3ccccc3)n2CC)c1	-5	-1	5	2	-1	-4	-2	-7	2
COc1cc(NC(=O)CSc2nc3ccccc3cc2Cc2ccccc2)cc(OC)c1	1	-3	-6	0	-3	5	-4	-6	-7
Cc1ccc(NC(=O)CSCC(=O)N2CCCc3ccccc32)cc1	1	-1	11	2	0	2	-15	7	4
CCC(C)N(C(=O)COC(=O)C1C(C(=O)OC)=C(C)NC(C)=C1C(=O)OC)C1CCS(=O)(=O)C1 (centres undefined)	0	0	11	-5	-1	1	-3	1	3
O=C(O)c1cc(=O)c2cc(Cl)ccc2o1	1	4	0	-1	5	0	-8	5	6
COc1cc(NC(=O)C2=C(N3CCOCC3)/C(=C\c3ccc(Br)cc3)CC2)cc(OC)c1OC	-2	-2	3	12	-1	11	20	1	1
COc1ccc(S(=O)(=O)NC(C)C(=O)NCc2cccnc2)cc1OC (centres undefined)	8	-5	5	-12	5	-5	2	0	0
COc1cccc(-c2nc(C(N)=O)c3[nH]c(=O)n(-c4ccccc4)c3n2)c1OC	0	-1	-2	1	-3	5	1	5	2

Assay outcomes as filed in PubChem.
